Screening results as filed in PubChem.
14-3-3 PPI: 14-3-3 gamma protein interaction modulation. FP, 14-3-3gamma / TMR-pS259-Raf peptide binding. inhibition, % at 40 µM. actives 0.19% (n = 160,000). P61981; in the data active = inhibition above about 30%;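 note: 0% = protein plus tracer without compound and 100% = blank with tracer alone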
Target sequence (P61981 whole entry, looked up): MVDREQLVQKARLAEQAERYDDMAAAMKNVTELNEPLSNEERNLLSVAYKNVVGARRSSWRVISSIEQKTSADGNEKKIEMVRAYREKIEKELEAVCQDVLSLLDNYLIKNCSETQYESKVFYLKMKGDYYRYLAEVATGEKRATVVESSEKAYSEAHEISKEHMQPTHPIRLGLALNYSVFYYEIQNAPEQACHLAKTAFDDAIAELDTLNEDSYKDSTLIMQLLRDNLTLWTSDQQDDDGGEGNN
Starred values were filed as active, the others as inactive; & = joins results of further samples. An excerpt, so the mix of outcomes need not match the whole.

SMILES | 14-3-3 PPI
CCC(CC)C(=O)N1CC(=O)Nc2ccc(Cl)cc2C1c1ccc(F)cc1 (stereo unspecified) | -8.4
CN1C(=S)SC(C)(C)C1/[N+]([O-])=C/c1cccnc1 (stereo unspecified) | 3.0
CC1=C(C(=O)OCC(C)C)C(c2cc3c(cc2[N+](=O)[O-])OCO3)C2=C(CC(c3ccccc3)CC2=O)N1 (stereo unspecified) | -12.2
O=C1CCCc2c([nH]c3ccc(C4CCCCC4)cc23)C1 | -4.7
Cc1c(Cl)c([N+](=O)[O-])nn1CC(=O)Nc1cc(Cl)ccc1O | 1.7
O=C(c1ccc(C(=O)N(C2CCCCC2)C2CCCCC2)cc1)N1CCCCCC1 | -2.0
CCOC(=O)N1CCN(C(=O)Cc2cccs2)CC1 | -7.2
Cc1ccc(CNC(=O)c2cc(-c3ccccn3)nc3ccccc23)cc1 | 7.0
O=C(Nc1c(C(=O)NCc2ccco2)cnn1-c1ccccc1)c1cccc(F)c1 | -6.2
CC(C)N(CCO)C(=O)C(c1ccccc1)c1ccccc1 | 0.5
CCC(CO)NCC(O)Cn1c2ccccc2c2ccccc21 (stereo unspecified) | -3.3
COc1ccc(-n2c(Cc3cccn3C)nnc2SCC(=O)NC2CCCC2)cc1 | 1.3
O=C(c1ccc(NS(=O)(=O)c2cccc3cccnc23)cc1)N1CCOCC1 | 14.7
C=CCn1c(SCC(=O)Nc2ccc3c(c2)OCCO3)nnc1-c1cccnc1 | -22.5
Cc1nc([N+](=O)[O-])c(N2CCN(C3c4ccccc4-c4ccccc43)CC2)n1Cc1ccccc1 | -4.9
Cc1cc(C)c(S(=O)(=O)Nc2cccc3ccc(C)nc23)c(C)c1 | -5.6
COC(=O)CN1C(=O)COc2ccc(Cl)cc21 | -3.5
CCOC(=O)c1ccc(NC(=O)C(CC)CC)cc1 | 4.0
Cc1ccc(NC(=O)CN2C(=O)COc3ccc(C)cc32)nc1 | -2.3
O=C(CCCSc1nc2ccccc2s1)NC1=NCCS1 | -16.6
O=C(NC1CC1)c1ccc(Cn2cc(Br)cn2)o1 | 2.6
CCC(C)(C)C1CCc2c(sc(NC(=O)c3cc(OC)c(OC)c(OC)c3)c2C(N)=O)C1 (stereo unspecified) | -0.8
Cc1cc([N+](=O)[O-])ccc1S(=O)(=O)N1c2cccc3cccc(c23)S1(=O)=O | -1.6
COc1cc2c(C(=O)Nc3ccc(C(F)(F)F)cc3)cn(C)c(=O)c2cc1OC | -4.4
Cc1ccc(C(=O)Nc2nc(-c3ccc(C(C)C)cc3)cs2)cc1 | -13.1
O=C1Nc2cc(C(=O)N3CCCC3)ccc2SC1N1CCN(c2ccc(Cl)cc2)CC1 (stereo unspecified) | 0.9
Cc1ccc(Cl)cc1-n1c(=S)[nH]c2[nH]ncc2c1=O | 0.1
Cc1cc(C(F)(F)F)n2ncc(-c3cccc(Br)c3)c2n1 | -4.0
CCCN1CCN(C(=O)c2cccc3c2C(=O)N(CCOC)C3)CC1 | -1.6
COc1ccc(OC)c(NC(=O)CN2CCC(C(=O)c3ccc(C)cc3)CC2)c1 | -14.9

A draw from above in order of heavy-atom count, lowest first.
SMILES | 14-3-3 PPI
Cc1cc(C(F)(F)F)n2ncc(-c3cccc(Br)c3)c2n1 | -4.0
Cc1ccc(C(=O)Nc2nc(-c3ccc(C(C)C)cc3)cs2)cc1 | -13.1
CCCN1CCN(C(=O)c2cccc3c2C(=O)N(CCOC)C3)CC1 | -1.6
COc1ccc(OC)c(NC(=O)CN2CCC(C(=O)c3ccc(C)cc3)CC2)c1 | -14.9

(cont.)
SMILES | 14-3-3 PPI
Cc1ccc(NC(=O)Cn2c(=O)n(CCCCC(=O)NCc3ccco3)c(=O)c3ccccc32)cc1 | -15.4
Cc1cc(C)nc(NS(=O)(=O)c2ccc(NC(=O)C3(c4ccccc4)CCOCC3)cc2)n1 | -6.3
O=[N+]([O-])c1cccc(-c2noc(CC3CCCCC3)n2)c1 | -6.6
N#Cc1ccccc1NCc1ccccc1 | 0.0
O=C1c2cccc(N3CCOCC3)c2C(=O)c2c1cccc2N1CCOCC1 | -2.5
N=C1SCC(=O)N1c1nonc1NC=O | 0.4
O=C1C2C(C(=O)N1c1ccc(Br)cc1)N1CCCN1C2c1ccccc1 (stereo unspecified) | -0.4
Cc1nc2cc(NC(=O)c3ccc(S(=O)(=O)N4CCCCC4C)cc3)ccc2s1 (stereo unspecified) | -15.5
CC1=NN(C(=O)c2ccc(C)o2)C(O)(C(F)(F)F)C1 (stereo unspecified) | -11.4
Cc1ccc(NC2OC(=O)c3ccccc32)cc1F (stereo unspecified) | -4.5
Cc1nnc(SCc2cc(=O)oc3cc(O)ccc23)s1 | -2.2
Cc1cccc(C)c1NC(=O)CSc1ccc(C(F)(F)F)cn1 | -5.3
CCOC(=O)C1=NNC(C(=O)c2ccccc2)C1c1ccc(C)cc1 (stereo unspecified) | -3.2
COc1ccc(N2CC34C=CC(O3)C(C(=O)OC(C)C)C4C2=O)cc1 (stereo unspecified) | -6.5
O=C(c1ccccc1)c1cc(Cl)cc2c1NC(c1ccccc1)C1CC=CC21 (stereo unspecified) | -18.4
Cc1cc(C)cc(-n2c(C)nc3cc(C(=O)NCc4ccc(F)cc4)ccc32)c1 | -1.4
CCn1cc(C(=O)N2CCCC2)c(=O)c2cc(S(=O)(=O)N3CCC(C)CC3)ccc21 | -9.3
CC(=O)N1CCc2cc(S(=O)(=O)NCc3ccc(F)cc3)ccc21 | -8.4
O=C(CCCCC(=O)Nc1ccc(Cl)cc1)Nc1ccc(Cl)cc1 | -9.7
COc1ccc(OC)c(-c2cc(C(=O)Nc3cc(C)n(Cc4ccc(Cl)cc4)n3)no2)c1 | -5.5
COC(=O)Cc1cc(=O)oc2cc(O)ccc12 | -1.1
COc1cccc(C2C3=C(CC(c4ccc(C)cc4)CC3=O)Nc3ccccc3N2C(=O)C2CC2)c1 (stereo unspecified) | 4.7
CCc1ccc(N2COc3ccc(Br)cc3C2)cc1 | -3.0
Cc1ccc2c(c1)NC(=O)C(CC(=O)NCc1cccnc1)O2 (stereo unspecified) | 1.7
O=C1C(C=NCCCN2CCOCC2)=C(O)c2ccccc21 | -2.6
CC1C(O)=C(c2nc3ccccc3[nH]2)C(=N)N1c1ccccc1 (stereo unspecified) | -10.7
O=C(CSc1nnc(SCc2ccc(Cl)cc2)s1)N1CCN(C(=O)c2ccco2)CC1 | -3.0
CC1=C(C(=O)OC2CCCCCC2)C(c2ccc(Cl)cc2)C2=C(CC(C)(C)CC2=O)N1 (stereo unspecified) | -2.3
Cc1cc(C(=O)OCC(=O)N(C)C2CCS(=O)(=O)C2)c(C)n1-c1ccccc1 (stereo unspecified) | -8.0
O=C(Nc1ccc2c(c1)OCCO2)C1CCCN(S(=O)(=O)c2cccnc2)C1 (stereo unspecified) | 3.7
N=C1Sc2ccccc2C2=NCCCN12 | -3.4
Cc1ccccc1CN1C(=O)C(O)(CC(=O)c2ccc3c(c2)CCCC3)c2ccccc21 (stereo unspecified) | -9.4
COC(=O)c1sc2ccccc2c1NC(=O)c1ccccc1F | -11.7
COc1ccc(O)c(-c2cn[nH]c2-c2cccs2)c1 | -18.8
Cn1c(NC(=O)c2cc(-c3ccc4c(c3)OCO4)nc3ccccc23)cc(=O)n(C)c1=O | -5.4&-5.9
O=C(CSc1nc(O)c(C2CCCCC2)c(=O)[nH]1)Nc1ccc(Cl)cc1 | -2.0
CCN(CC)C(=O)c1ccc(S(=O)(=O)Cc2ccccc2F)c([N+](=O)[O-])c1 | -1.5
COc1ccc2nc(SCC(=O)c3ccco3)[nH]c2c1 | -12.5
Cc1cc(C)nc(SCC(=O)N2CCOCC2)n1 | -0.1
Cc1cc(C)c(S(=O)(=O)Nc2ccccc2[N+](=O)[O-])c(C)c1 | 1.7
COc1ccc(-c2csc(NC(=O)c3ccccc3NS(=O)(=O)c3ccc(C)cc3)n2)cc1 | -4.0
Cc1ccn2c(Nc3ccc4c(c3)OCO4)c(-c3ccccn3)nc2c1 | 14.3
COc1cccc(-c2cc(C(=O)N3CCN(C(c4ccccc4)c4ccccc4)CC3)no2)c1 | 2.8
CCOC(=O)CSC1=C(C#N)C(c2ccc(Cl)cc2)CC(=O)N1 (stereo unspecified) | -3.0
Cc1ccc(S(=O)(=O)N=C(CN2CCCCC2)N2CCN(S(=O)(=O)c3ccc(C)cc3)C2)cc1 | -7.6
COCC(C)NC(=O)c1cc(-c2ccccc2OC)on1 (stereo unspecified) | -1.9&2.3
CC(=O)N1CCc2c(sc(NC(=O)c3ccc(S(=O)(=O)N(C)C)cc3)c2C(N)=O)C1 | -135.8
COc1ccc(OC)c(S(=O)(=O)NCc2cccnc2)c1 | -0.3
COc1ccc(CCNC(=O)Cn2nc(-c3ccccc3)ccc2=O)cc1OC | 1.5
CCN(CC)S(=O)(=O)c1ccc2c(c1)nc(SCn1nnc3ccccc3c1=O)n2CC | 1.5

Already shown: two of the compounds above.
SMILES | 14-3-3 PPI
CC(=O)N1CCc2c(sc(NC(=O)c3ccc(S(=O)(=O)N(C)C)cc3)c2C(N)=O)C1 | -135.8
COc1ccc(OC)c(S(=O)(=O)NCc2cccnc2)c1 | -0.3

The results go on:
SMILES | 14-3-3 PPI
O=C(O)CCn1c(SCc2ccccc2)nc2ccccc21 | -5.2&-5.6
O=c1[nH]c2cc(Cl)cc(Cl)c2[nH]c1=O | -7.9
C[n+]1ccccc1-c1nc2ccccc2s1 | -13.5
Brc1cc2c(cc1C=Nc1c(-c3ccco3)nc3ccccn13)OCO2 | -12.9
COc1ccc(Cl)cc1NC(=O)COc1ccccc1 | -9.8
CCCCCn1c(=O)[nH]c2cc(C(=O)O)ccc2c1=O | -6.0
CC(C)CCNC(=O)CN(CC1CCCO1)C(=O)CCC(=O)Nc1nccs1 (stereo unspecified) | 4.3
COC(=O)c1ccc2nc(N=Cc3ccc(Br)cc3)sc2c1 | -9.0
CCc1cccc(C)c1NC(=O)COc1ccc(Br)cc1 | -2.3
Cc1ccc(C#N)c(SCC(=O)O)n1 | -9.5

Look-ups from the results shown.
Result of `Cc1ccc(C#N)c(SCC(=O)O)n1` in 14-3-3 PPI: -9.5
Result of `CC(C)CCNC(=O)CN(CC1CCCO1)C(=O)CCC(=O)Nc1nccs1` (stereo unspecified) in 14-3-3 PPI: 4.3
Result of `O=C(O)CCn1c(SCc2ccccc2)nc2ccccc21` in 14-3-3 PPI: -5.2&-5.6
Result of `Brc1cc2c(cc1C=Nc1c(-c3ccco3)nc3ccccn13)OCO2` in 14-3-3 PPI: -12.9
Result of `CCCCCn1c(=O)[nH]c2cc(C(=O)O)ccc2c1=O` in 14-3-3 PPI: -6.0
Result of `CCc1cccc(C)c1NC(=O)COc1ccc(Br)cc1` in 14-3-3 PPI: -2.3

3 entries out of the list above, sorted by the value under 14-3-3 PPI, descending.
SMILES | 14-3-3 PPI
CCCCCn1c(=O)[nH]c2cc(C(=O)O)ccc2c1=O | -6.0
O=c1[nH]c2cc(Cl)cc(Cl)c2[nH]c1=O | -7.9
Cc1ccc(C#N)c(SCC(=O)O)n1 | -9.5

The results go on.
SMILES | 14-3-3 PPI
CCOC(=O)c1c(NC(=O)c2cc3nc(-c4cccs4)cc(C(F)(F)F)n3n2)sc2c1CCC2 | -8.2
COc1ccc(C(=O)Nc2ccc(NC(=O)c3cccc(C)c3)cc2)cc1[N+](=O)[O-] | -0.2
O=C(O)c1ccc(N=Cc2ccc(C#Cc3ccccc3)cc2)cc1 | -0.9
Cc1ccc2c(c1)C(c1ccccc1)N(C(=O)CC1CCCCC1)CC(=O)N2 (stereo unspecified) | -19.8
CCNc1nc(NCC)n2c(SCC(=O)O)nnc2n1 | -1.7
CCCOc1ccccc1Cn1c(=O)oc2ccc(C)cc21 | -0.6
CCOc1cccc(C(=O)Nc2cc(-c3nc4cc(C)cc(C)c4o3)ccc2C)c1 | -244.4
Cc1cccc(NS(=O)(=O)c2cccs2)c1 | -3.2
COC(=O)c1cc(OC)c(OC)cc1NC(=O)CC1CCCCC1 | -4.1
N#Cc1c(-c2cccnc2)c2c([nH]c1=S)CCCC2 | -5.0
Cc1cc(C)nc(SCC(=O)N2c3ccccc3C(C)(c3ccccc3)CC2(C)C)n1 (stereo unspecified) | -5.6
CCc1nnc(NC(=O)c2cc(S(=O)(=O)N(CC)CC)ccc2Cl)s1 | -4.0
O=C1c2cccnc2C(=O)N1c1ccccc1-c1ccccc1 | 4.5
Cc1ccc(C)c(NCc2c[nH]c3ccccc23)c1 | -3.0
CCc1c(C)nc2ncnn2c1N1CCCC(C(=O)NCc2ccco2)C1 (stereo unspecified) | -1.0
Cc1cccc(C(=O)N(CCN2C(=O)c3ccccc3C2=O)c2cccc3ccccc23)c1 | -8.0
Nc1ccccc1NC1=CC(=O)CC(c2ccco2)C1 (stereo unspecified) | -8.3
Cc1c(C(=O)NCCC(C)C)oc2ccc(S(=O)(=O)N3CCCCCC3)cc12 | -0.7
COc1cccc(OCC(=O)NCc2ccncc2)c1 | -7.0
Cc1ccc(Cn2cc(CCC(=O)O)c3ccccc32)cc1 | -3.0
O=C(NCCCN1CCCCC1)c1cc(-c2cccs2)nc2ccccc12 | -6.2
CCOC(CCl)S(=NS(=O)(=O)c1ccccc1)c1ccccc1I (stereo unspecified) | -4.2
COC(=O)c1ccc(N2C(=O)CC(Sc3n[nH]c(C)n3)C2=O)cc1 (stereo unspecified) | -8.9
ClC(Cl)C1=Nc2ccccc2N=C(c2ccccc2)C1 | -57.3
CCOc1ccccc1C1C(C#N)=C(N)Oc2cc(C)n(Cc3ccccn3)c(=O)c21 (stereo unspecified) | -7.4
COc1ccc(C(=O)Nc2nc(-c3ccccc3)c(C(=O)c3ccccc3)s2)cc1 | 6.2
O=C(Cn1c(=O)sc2ccccc21)Nc1nc2c(s1)CCCC2 | -6.3
C=CCn1c(SCc2cccc(C)c2)nc2c1c(=O)[nH]c(=O)n2C | -10.5
CN(Cc1ccccc1)C(=O)c1cn(-c2ccc(Cl)cc2)c(=O)c2ccccc12 | -2.7
C=CCc1cccc2cc(C(=O)Nc3ccccc3Oc3ccccc3)c(=O)oc12 | -17.6
COc1ccc2c(c1)C(C)=CC(C)(C)N2C(=O)CN1C(=O)c2cccc([N+](=O)[O-])c2C1=O | -12.8
CC(C)OCCCNc1nc2c(c(=O)n(Cc3ccccc3F)c(=O)n2C)n1C | -2.2
Cc1ccc2cccc(NC3OC(=O)c4ccccc43)c2n1 (stereo unspecified) | -1.0
O=C(NC1CCCCC1)C1CC(=O)N(C2CCCC2)C1 (stereo unspecified) | -10.8
